Bioassay records (PubChem BioAssay)
hcDAF12 agonist = activators of H. contortus DAF-12 nuclear receptor | HEK293 hcDAF-12 lit1-tk-luc reporter, luminescence; 0% DMSO, 100% Δ7-dafachronic acid | activation, % at 6.8 µM | hit rate 1.4% among 370,000 | AID 652067;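 active = activation above the mean of all tested compounds plus 3 SD, cut at about 5.5% in these data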;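 note: 100% = response to 3 µM Δ7-dafachronic acid high control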
ADAM10 inh = inhibits human ADAM10. O14672. recombinant ADAM10, EDANS/DABCYL FRET peptide cleavage, 3 h. inhibition, % at 7 µM. hit rate 0.62% among 370,000. AID 720582;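 active = inhibition above a per-campaign cutoff equal to the mean of compounds falling between control-based bounds plus 3 SD, cut at about 20% in these data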;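 note: 0% = DMSO wells while the 100% control is not disclosed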
Target sequence (O14672 214-748 limits assumed): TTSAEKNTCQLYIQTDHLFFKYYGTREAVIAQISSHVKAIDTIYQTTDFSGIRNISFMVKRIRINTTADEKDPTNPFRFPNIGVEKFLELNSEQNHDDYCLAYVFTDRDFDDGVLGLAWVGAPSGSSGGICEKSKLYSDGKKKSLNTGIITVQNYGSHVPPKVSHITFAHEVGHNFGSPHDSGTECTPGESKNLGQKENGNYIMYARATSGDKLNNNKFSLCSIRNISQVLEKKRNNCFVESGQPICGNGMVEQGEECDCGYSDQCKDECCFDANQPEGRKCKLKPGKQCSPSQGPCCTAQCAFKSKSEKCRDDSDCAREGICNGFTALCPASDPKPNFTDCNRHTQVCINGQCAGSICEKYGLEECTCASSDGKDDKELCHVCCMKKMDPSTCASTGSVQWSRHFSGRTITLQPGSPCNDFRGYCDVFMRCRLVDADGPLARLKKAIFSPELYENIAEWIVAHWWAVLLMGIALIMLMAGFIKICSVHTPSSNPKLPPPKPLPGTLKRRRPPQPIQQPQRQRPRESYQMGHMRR
GAA850 FXN act = frataxin GAA850 promoter activation; HEK293 lucGAA850 FXN promoter luciferase reporter, 24 h; percent of 10 µM SAHA response; activation, % at 6 µM; hit rate 0.56% among 360,000;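 active = activation above the average of all compounds screened plus 3 SD, cutoff fixed separately per campaign, cut at about 7.5% in these data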;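 note: 0% = DMSO wells and 100% = 10 µM SAHA wells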
hgDAF12 agonist = hgDAF-12 agonism, primary luciferase screen | hit rate 1.8% among 370,000 | AID 687014 | HEK293 GAL4-hgDAF12 UAS-luciferase reporter, agonist luminescence; normalized to butyrate control | activation, % at 6.8 µM;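 active = activation above a cutoff set at the mean of all screened compounds plus 3 SD, cut at about 10% in these data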;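 note: 0% = DMSO wells and 100% = sodium butyrate wells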
DAX1 inh-1 = DAX1 (NR0B1) inhibition, primary screen. inhibition, % at 6.8 µM. hit rate 1.1% among 370,000. AID 652010. HEK293T StAR-luciferase reporter, SF-1/DAX-1 repression relief;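 active = inhibition above the mean over all tested compounds plus 3 SD, cut at about 3.6% in these data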;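 note: 0% = DAX-1 cells with DMSO and 100% = cells lacking DAX-1 with DMSO; higher inhibition means more luminescence from relief of DAX-1 repression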
PG9 binder = small molecules binding HIV-1 gp120 antibody PG9 | TR-FRET gp120-PG9 antibody binding | inhibition, % at 6.7 µM | hit rate 0.43% among 360,000 | AID 624416; in the data active = inhibition above about 8.5%
ssDAF-12 act = activators of S. stercoralis DAF-12 nuclear receptor; activation, % at 6.8 µM; AID 652126; HEK293 ssDAF-12/GRIP1 lit1-tk-luc reporter, luminescence; % of 3 µM dafachronic acid response; hit rate 1% among 370,000;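 active = activation above the mean over all tested compounds plus 3 SD, cut at about 0.9% in these data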;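 note: 0% = DMSO-only wells and 100% = 3 µM delta7-dafachronic acid wells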
ADAM17 inh = ADAM17 inhibition, QFRET primary screen | hit rate 0.83% among 370,000 | AID 720648 | recombinant ADAM17, EDANS/DABCYL FRET peptide cleavage | inhibition, % at 6.95 µM;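 active = inhibition above the mean of compounds lying between control limits plus 3 SD, set per campaign, cut at about 8.5% in these data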;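 note: 0% = DMSO-only wells as the low control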
DAX1 inh-2 = NR0B1 (DAX1) inhibition. P51843. AID 504766. HEK293 Gal4-DAX1 luciferase reporter, luminescence. inhibition, % at 6.75 µM. hit rate 0.99% among 340,000;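 active = inhibition above the mean over all tested compounds plus 3 SD, cut at about 4.2% in these data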;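 note: 0% = DAX1-transfected cells with DMSO and 100% = empty-vector control cells with DMSO; inhibition shows as a rise in luminescence from relieved DAX1 repression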
Target sequence (P51843 207-470 limits assumed): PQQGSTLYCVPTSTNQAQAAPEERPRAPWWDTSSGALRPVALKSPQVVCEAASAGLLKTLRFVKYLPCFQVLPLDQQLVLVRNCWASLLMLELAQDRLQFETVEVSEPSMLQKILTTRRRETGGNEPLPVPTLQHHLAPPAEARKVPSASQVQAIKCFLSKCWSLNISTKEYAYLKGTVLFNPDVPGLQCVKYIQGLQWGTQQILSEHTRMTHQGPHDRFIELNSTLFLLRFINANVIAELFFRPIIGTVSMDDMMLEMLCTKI
SMARCA2 act = SMARCA2 function activation, primary screen. AID 652017. MG213 cells, MMTV-luciferase reporter, dexamethasone, overnight. hit rate 1% among 370,000. activation, % at 9.1 µM; in the data active = activation above about 7.8%;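 note: 0% = vehicle wells and 100% = reference activator wells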
GC-A act = GC-A (human) enzyme activation; activation, % at 10 µM; AID 1671463; hit rate 0.14% among 370,000; HEK293 GC-A cells, cGMP TR-FRET, EC30 ANP; 0% at EC30 ANP, 100% saturating ANP; in the data active = activation above about 40%
Starred values were filed as active, the others as inactive; x = no result given.

SMILES | hcDAF12 agonist | ADAM10 inh | GAA850 FXN act | hgDAF12 agonist | DAX1 inh-1 | PG9 binder | ssDAF-12 act | ADAM17 inh | DAX1 inh-2 | SMARCA2 act | GC-A act
CCc1nc2ccc(C(=O)N3CCC(O)(Cc4ccccc4)CC3)cn2c1N(C)C(=O)Cc1ccccc1 | -0.3 | -18 | -0.3 | -2.5 | 0.0 | -0.7 | -0.9 | -1 | x | -4 | -1
Cc1cccc(-n2ncc3c(Nc4ccc(F)cc4)ncnc32)c1 | -2.4 | -4 | 1.6 | 4.9 | 1.7 | 0.1 | -1.4 | -1 | 0.9 | 3 | 5
CC(C)C1N(C(N)=S)N=CC1(C)C (stereo not given) | -0.3 | -9 | 2.9 | 0.0 | 0.0 | 1.0 | -1.3 | -3 | 2.6 | -3 | 3
Cc1ccc(OCc2cc(C(=O)NCc3cnn(-c4cccc(F)c4)c3)no2)cn1 | -2.0 | -6 | 0.3 | 0.8 | -0.5 | 0.8 | -1.0 | 0 | -0.2 | 1 | 1
Cc1ccccc1CS(=O)(=O)c1ncc(Cl)c(C(=O)Nc2ccc(F)cc2)n1 | -0.7 | -1 | -6.2 | 1.2 | 1.8 | -0.1 | 0.3 | -3 | -2.3 | -8 | 42*
Cc1cn(S(=O)(=O)c2ccc(Cl)cc2)c(C)n1 | -1.3 | -3 | -0.7 | 0.2 | -0.3 | -0.3 | -0.7 | -2 | 1.5 | 0 | -1
O=C(Nc1ccc(C(=O)O)cc1)/C(=C\c1ccc2c(c1)OCO2)NC(=O)c1ccc(Br)o1 | 0.5 | -1 | 3.0 | 0.5 | -0.6 | -3.0 | -1.0 | -1 | -0.4 | 6 | -3
CC(=O)N(C)c1nc(-c2ccc(Cl)cc2)cs1 | 1.1 | -4 | 2.7 | 2.8 | 0.2 | -0.5 | 0.3 | -1 | -0.6 | -1 | 9
Cc1c(CN2CCC(n3nccc3NC(=O)CCc3ccccc3)CC2)cnn1C | -0.6 | -5 | 0.7 | -2.2 | -0.1 | -0.7 | -0.6 | -3 | 0.7 | -3 | -1
Cc1ccc([C@H]2N[C@]3(CCCN(Cc4cccn4C)C3=O)[C@H]3C(=O)N(Cc4ccccc4)C(=O)[C@@H]23)cc1 | -2.1 | -3 | -2.8 | -0.3 | -0.4 | 3.8 | -0.8 | 1 | -1.0 | -1 | 2
Cc1ccc(NC(=O)C2CCN(S(=O)(=O)c3c(C)noc3/C=C/N(C)C)CC2)cc1 | -1.2 | 9 | 1.0 | 0.0 | -0.1 | -0.6 | -0.9 | 4 | 0.5 | -2 | 2
CCn1c(=O)c2cc(C(=O)NCC(OC)OC)sc2c2ccccc21 | -2.1 | -441 | 0.8 | -2.2 | -0.5 | 0.7 | -1.1 | -158 | 6.2* | -2 | 8
COc1ccc(S(=O)(=O)N2CCC(C(=O)N3CCN(c4ccccc4OC)CC3)CC2)cc1 | -1.5 | 7 | -1.1 | -0.3 | -0.8 | 1.4 | -1.3 | -3 | -2.0 | -1 | -2
COC(=O)c1cc(=O)n(-c2ccc(C(F)(F)F)cc2)[nH]1 | -0.6 | 6 | -1.0 | 0.9 | -0.2 | -1.7 | -0.8 | 0 | 2.1 | 2 | -1
Clc1ccc(CN2CCN(N=Cc3ccncc3)CC2)cc1 | -5.2 | 3 | x | -3.8 | -4.2 | x | -2.0 | 2 | x | -6 | 0
C=CCN(C(=O)c1csnn1)C(C(=O)NC1CCCCC1)c1ccccc1 (stereo not given) | -2.0 | -3 | 0.2 | -0.9 | -0.2 | -1.9 | -1.0 | 3 | 2.2 | 0 | -3
Cc1ccc(C(=O)OCC(=O)Nc2ccc(N(C)C)cc2)cc1NC(=O)c1ccco1 | -1.6 | 3 | 0.7 | 1.1 | 0.2 | 0.2 | -1.0 | -3 | 0.6 | -6 | -3
CC(C)(C)c1ccccc1NC(=S)NC1CCCCC1 | -1.0 | -2 | 1.0 | -3.0 | 1.6 | -0.1 | -1.6 | -4 | 0.0 | -1 | 0
COc1ccc(C2CC(=O)Oc3cc(C)c(Cl)c(C)c32)cc1 (stereo not given) | -1.2 | 16 | -1.4 | -3.2 | -0.6 | -0.2 | 0.7 | 4 | 0.8 | -3 | 2
Cc1ccc(OCc2ccc(C(=O)NCC3CCCO3)cc2)cc1 (stereo not given) | -1.8 | 1 | -1.0 | 1.1 | -0.5 | -3.1 | -1.4 | -1 | 0.8 | -1 | 11
CCc1ccc(N2C(=O)C3C(C2=O)N2CCCN2C3c2ccccc2)cc1 (stereo not given) | -1.9 | -4 | -1.1 | -1.1 | 0.3 | 0.0 | -0.7 | -5 | 1.9 | -3 | -4
COc1ccc([C@H]2CC(=O)C=C(c3ccccc3Oc3ccccc3)C2)cc1 | -3.0 | 16 | 0.8 | -1.9 | -0.3 | 1.3 | -1.5 | 3 | 0.7 | 2 | -4
COc1ccc(NC(=O)c2cc(S(=O)(=O)N3CCOCC3)ccc2N2CCOCC2)cc1 | -3.3 | -4 | 0.5 | -2.7 | 0.0 | -1.3 | -0.5 | 4 | 0.2 | -2 | 1
c1ccc(Oc2cccc(NC3=NCCC3)c2)cc1 | -0.2 | 3 | 0.4 | -0.2 | -0.4 | 0.6 | -1.0 | -7 | 0.0 | 0 | 9
Cc1ccc(C(=O)N(C)CCOc2ccccc2)cc1S(=O)(=O)N1CCOCC1 | -1.0 | -1 | -1.9 | 1.1 | -0.3 | -1.0 | -1.0 | -1 | -0.1 | -1 | 0
O=C(C[C@H]1C[C@@H]2c3cc(NC(=O)Nc4ccccc4)ccc3O[C@@H]2[C@@H](CO)O1)NCC1CC1 | 0.6 | 3 | -1.9 | -0.3 | -0.6 | 1.6 | -1.2 | 4 | 0.6 | -5 | 3
COc1ccc2[nH]c(=O)c(CN(C(=O)C3CCCO3)c3ccc(C)cc3)cc2c1 (stereo not given) | -0.8 | -85 | -1.5 | -0.1 | -0.8 | -0.6 | -0.9 | -28 | -0.4 | 0 | -11
COC(=O)C1=CC(=O)C=C(OC)[C@@]12Oc1cc(C)cc(OC)c1C2=O | -1.7 | -15 | x | -9.1 | -1.2 | x | -1.9 | -8 | x | -13 | 79*
CCOC(=O)/C(=N\Nc1cc(Cl)ccc1Cl)N1CC(C)OC(C)C1 (stereo not given) | -1.1 | 3 | 1.5 | 3.8 | -0.2 | 1.4 | -1.6 | -3 | -0.5 | 0 | -11
C=CCn1c(SCc2ccccc2)nc2c1c(=O)[nH]c(=O)n2C | -2.1 | -2 | 4.0 | -2.7 | -0.1 | -1.6 | -1.6 | -4 | 1.9 | -2 | -2
COc1ccc(/C=N/N(C)C2=NS(=O)(=O)c3ccccc32)cc1OC | -1.9 | -14 | 2.1 | -1.1 | 0.1 | 0.1 | -2.0 | -4 | -0.8 | -2 | 5
CCN(CC(=O)Nc1c(F)cccc1F)C(=O)c1ccc(OCc2c(C)noc2C)cc1 | -2.6 | -7 | 1.3 | -3.4 | -0.8 | 0.7 | -1.6 | -4 | 1.0 | -2 | -5
Cc1sc2c(c1C)CN(Cc1ccncc1)CN2C(=O)c1ccco1 | 2.7 | -10 | 2.6 | 4.8 | 0.7 | -0.8 | -1.1 | -4 | 1.2 | 2 | -2
CC(=O)Nc1cc2oc3ccccc3c2cc1[N+](=O)[O-] | 3.5 | -7 | 6.1 | 6.0 | 0.9 | -1.5 | -0.8 | -1 | x | 3 | -1
COc1ccc(F)cc1S(=O)(=O)N1CCN(Cc2ccc3c(c2)OCO3)CC1 | -0.2 | 0 | -1.4 | -0.2 | -1.2 | -2.0 | -1.2 | -1 | 0.7 | 1 | 0
O=C(c1ccco1)c1nc2c(n1O)CCCCC2 | -0.3 | 9 | -0.3 | 1.0 | 0.4 | -1.9 | -1.3 | 2 | 2.2 | 0 | -2
CN1C(C)(C)CC(=NOC(=O)c2ccccc2)CC1(C)C | -2.4 | 2 | 1.4 | -0.9 | -0.5 | -1.4 | -1.2 | -7 | 0.6 | -6 | -3
Cc1sc2nc(SCC(=O)Nc3cccc(C(=O)O)c3)[nH]c(=O)c2c1C | -0.8 | -10 | 1.5 | 0.8 | -1.4 | -0.1 | -0.2 | -3 | -0.3 | -1 | -1
O=C(CCNS(=O)(=O)c1ccccc1C(F)(F)F)Nc1ccncc1 | 0.6 | 2 | -1.1 | 0.5 | 0.1 | -0.2 | -1.4 | 1 | 0.0 | 2 | 1
Cc1onc(-c2ccccc2Cl)c1C(=O)N1CCN(c2cccc(Cl)c2)CC1 | -0.9 | -7 | -7.1 | -1.9 | 0.9 | -4.0 | -0.7 | -1 | -2.6 | -3 | -19
CCC(C(=O)NC(C)(C)C)n1c(C(c2ccccc2)c2ccccc2)nc2ccccc21 (stereo not given) | 1.0 | -18 | x | 0.8 | 0.1 | -0.1 | -0.9 | -2 | x | -3 | -12
CC(C)(C)NS(=O)(=O)c1cc2c3c(c1)CCN3C(=O)CC2 | -0.8 | -1 | 0.0 | 3.8 | -0.2 | -0.2 | -0.9 | -8 | -0.1 | -3 | 3
O=C(NC(=S)NCC1CCCO1)c1ccccc1Br (stereo not given) | -0.9 | 5 | 2.0 | 0.7 | -0.3 | 4.5 | -1.2 | -1 | -0.1 | -3 | -3
CC(C)NC(=O)C(c1ccc(F)cc1)N(Cc1ccco1)C(=O)CCC(=O)Nc1ccccn1 (stereo not given) | -2.1 | 3 | -0.1 | -1.6 | -0.1 | -0.9 | -1.5 | 0 | -0.4 | 0 | -3
COc1ccc(S(=O)(=O)N2CCCCC2)cc1NC(=O)Cn1c(=O)cnc2ccccc21 | -1.9 | -6 | 0.7 | 1.6 | 1.1 | -2.3 | -1.2 | -1 | 1.0 | -1 | 0
CC(SCCc1ccccn1)C(=O)O (stereo not given) | 1.3 | -2 | 0.5 | -0.9 | -0.5 | 0.7 | -1.3 | -5 | -0.3 | -1 | 4
ON1C(c2ccc(Cl)cc2Cl)N(O)[C@H]2CCCC[C@H]21 (stereo not given in full) | -0.7 | -4 | 1.9 | 0.7 | -0.6 | 0.6 | -0.7 | -4 | -0.1 | -2 | 1
Cc1ccc(NC(=O)CSc2nnc(Cc3csc(C)n3)o2)c(C)c1 | -1.1 | -9 | 2.3 | 0.3 | -4.2 | 0.3 | -0.9 | -5 | -0.9 | -1 | -2
COCCN(C(=O)CCC(=O)Nc1cc(C)on1)C(C(=O)NC(C)(C)C)c1ccccc1Cl (stereo not given) | 1.2 | 1 | -0.8 | 0.2 | -0.2 | -1.4 | -0.7 | 0 | -1.3 | 7.8* | -3
FC(F)(F)c1ccccc1Cn1ccc2ccc(-c3ccc4ccn(Cc5ccccc5C(F)(F)F)c4c3)cc21 | 0.6 | 4 | x | -1.9 | -1.0 | x | -0.6 | 0 | x | -2 | -12

Hits appear at their usual frequency. Share with any hit: about 6.8%.
